# Mdm2 ligase inh – Mdm2 E3 ligase (human) inhibition; Q00987; cell-based MDM2 ubiquitination luciferase reporter, 2 h; 0 = plate control, 100 = twice control, blank-subtracted; signal enhancement, % at 5 µM; actives 0.11% (n = 210,000);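 active = signal enhancement of 30% or more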;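 note: luminescence tracks abundance of the self-degrading MDM2-luciferase fusion protein; higher signal means inhibition of MDM2 E3 ligase activity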
#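 System: stable MDM2–luciferase fusion reporter cells / Input: 2000 cells seeded into each well / Schedule: 4 h settle plus 2 h compound, 37 °C / Compound: single-point 5 µM / Buffer or medium: cells held in DMEM / Benchmarks: control and blank well means / Evaluation: percent signal gain over controls, blank-subtracted / Measured by: luciferase luminescence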
# NPY-Y1 PAM-ag – potentiates or activates human NPY-Y1 receptor; activation, % at 3.6 µM; NPY-Y1 expressing cells, potentiator/agonist activation; actives 0.37% (n = 220,000); in the data active = activation above about 33%, passing the limit was not always enough;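 note: cells stimulated with NPY at EC10 then isoproterenol at EC100; 0% = low agonist plus stimulus and 100% = saturating agonist plus stimulus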
# Hck-Nef inh – inhibitors of human Hck kinase activated by Nef | P08631 | Recombinant Hck-YEEI plus Nef, Z-Lyte FRET kinase assay | inhibition, % at 20 µM | actives 0.68% (n = 220,000);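 active = Hck-Nef kinase inhibition above about 50%, limit read from the data; inactive = inhibition below that limit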;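 note: 0% = DMSO with Hck plus Nef and 100% = Hck alone without Nef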
# Target sequence (P08631 whole entry, looked up): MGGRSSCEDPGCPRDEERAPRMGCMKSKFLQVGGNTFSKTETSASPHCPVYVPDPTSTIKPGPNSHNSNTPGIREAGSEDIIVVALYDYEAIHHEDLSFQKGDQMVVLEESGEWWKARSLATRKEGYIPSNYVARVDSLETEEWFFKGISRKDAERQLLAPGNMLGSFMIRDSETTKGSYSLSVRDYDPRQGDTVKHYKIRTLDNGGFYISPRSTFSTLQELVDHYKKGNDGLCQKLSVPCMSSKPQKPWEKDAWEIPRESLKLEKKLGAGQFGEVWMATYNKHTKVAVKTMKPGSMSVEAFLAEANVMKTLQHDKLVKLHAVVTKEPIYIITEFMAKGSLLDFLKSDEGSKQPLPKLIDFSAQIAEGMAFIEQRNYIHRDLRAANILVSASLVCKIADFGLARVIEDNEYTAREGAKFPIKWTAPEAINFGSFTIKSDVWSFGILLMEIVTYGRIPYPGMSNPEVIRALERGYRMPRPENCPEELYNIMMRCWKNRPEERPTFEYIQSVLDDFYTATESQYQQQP
# Runt-SMMHC FRET – inhibitors of human RUNX1 Runt domain binding to CBFb-SMMHC; Cerulean-Runt/Venus-CBFb-SMMHC FRET ratio 530/480, 1 h; inhibition, % at 20 µM; actives 0.74% (n = 220,000);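 active = mean inhibition across duplicate retests at 20 µM reaching about 50%, limit read from the data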;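 note: 0% = DMSO wells and 100% = wells with excess untagged CBFb-SMMHC; inhibitors lower the FRET ratio by blocking Runt binding to CBFb-SMMHC; some results filed as inactive read as strong as hits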
# p97 inhibitor – human p97 ATPase inhibition | recombinant p97 ATPase, Kinase-Glo ATP luminescence, 3 h | actives 0.42% (n = 220,000) | inhibition, % at 8 µM; in the data active = inhibition above about 15%;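 note: 0% = DMSO vehicle and 100% = wells lacking enzyme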
# NPY2 pot ag – human NPY-Y2 potentiation or agonism, primary screen; actives 0.45% (n = 220,000); cells expressing NPY-Y2, potentiator/agonist read-out; activation, % at 3.6 µM; P49146; in the data active = activation above about 27%;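 note: cells stimulated with NPY near EC25 plus isoproterenol at EC100; 0% = vehicle plus submaximal agonist and 100% = vehicle plus saturating agonist; some results beyond the cut were filed as inactive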
# Target sequence (P49146 whole entry, looked up): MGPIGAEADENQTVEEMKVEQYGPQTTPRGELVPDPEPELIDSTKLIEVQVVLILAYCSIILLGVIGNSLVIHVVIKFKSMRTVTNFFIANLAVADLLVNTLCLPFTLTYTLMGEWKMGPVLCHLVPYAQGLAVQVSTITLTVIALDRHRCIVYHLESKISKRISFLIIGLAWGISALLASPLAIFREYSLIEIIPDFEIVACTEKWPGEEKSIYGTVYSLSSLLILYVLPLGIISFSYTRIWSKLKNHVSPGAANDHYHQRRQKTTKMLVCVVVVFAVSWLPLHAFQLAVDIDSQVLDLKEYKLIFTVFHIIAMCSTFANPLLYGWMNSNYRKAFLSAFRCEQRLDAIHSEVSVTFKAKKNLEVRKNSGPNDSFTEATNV
# NPY Y1 blocker – blocks the human neuropeptide Y Y1 receptor; HEK293-CNG Y1 cells, membrane potential fluorescence; NPY at EC95, then isoproterenol; inhibition, % at 3.6 µM; actives 1% (n = 200,000); AID 1040;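 active = inhibition above the campaign mean inhibition of all tested compounds plus 3 SD, cut at about 20% in these data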;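 note: 0% = DMSO wells given NPY plus isoproterenol and 100% = isoproterenol alone without NPY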
#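 Test system: HEK293 cells co-expressing NPY Y1 receptor and cyclic-nucleotide gated channel; Also added: NPY (25 nM), isoproterenol (1 µM), Ro 20-1724 (25 µM); Compound dosing: one concentration, 3.6 µM, in 0.4% DMSO; Timing: dye 3 h, compound 60 min room temperature, stimulation 45 min; Technique: Membrane-potential fluorescent dye readout.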
# RBBP9 inhibitor – human RBBP9 hydrolase inhibition. recombinant RBBP9, FP-Rh probe fluorescence polarization. inhibition, % at 7.94 µM. actives 0.2% (n = 220,000). AID 1515;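 active = inhibition above the campaign mean of all tested compounds plus 3 SD, cut at about 14% in these data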;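 note: plate controls were DMSO wells with RBBP9 for no effect and wells lacking RBBP9 protein for full effect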
# Target sequence (O75884 whole entry, looked up): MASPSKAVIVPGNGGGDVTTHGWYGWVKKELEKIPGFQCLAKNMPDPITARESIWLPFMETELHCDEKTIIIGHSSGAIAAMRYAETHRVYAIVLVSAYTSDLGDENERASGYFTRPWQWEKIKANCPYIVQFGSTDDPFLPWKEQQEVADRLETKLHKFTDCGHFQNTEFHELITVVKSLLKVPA
#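 System: RBBP9 protein | Quantity: 2.5 µM RBBP9 dispensing solution, before mixing | Reagent: FP-Rh probe, 375 nM dispensing solution | Timing: Enzyme-compound preincubation 30 min, then probe labeling 45 min, 25 °C | Measured by: Fluorescence polarization | Read-out: % inhibition | Replication: One well per compound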
# Runt-CBFb FRET – Runt domain-CBFb interaction inhibition | Q01196+Q13951 | Cerulean-Runt/Venus-CBFb FRET ratio 530/480, 1 h | inhibition, % at 20 µM | actives 0.46% (n = 220,000);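 active = inhibition over about 50% at 20 µM in the single-dose screen, limit read from the data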;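 note: 0% = DMSO wells and 100% = excess unlabeled CBFb competitor control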
#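 Measured by: fluorescence energy transfer, 422 nm excitation, 530/480 nm emission; test system: Cerulean-tagged RUNX1 Runt domain (FRET donor) fusion protein; buffer or medium: Tris pH 7.5 buffer with BSA; compound: one dose, 20 µM compound, 1% DMSO; times: two 1 h room-temperature incubations shielded from light; benchmarks: unlabeled CBFb 5 µM, positive control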
# An asterisk follows results filed as active; · = not tested or not shown. This is a random part of the collection (roughly 3.5% active in at least one column).
No.	SMILES	NPY-Y1 PAM-ag	p97 inhibitor	Runt-CBFb FRET	Runt-SMMHC FRET	NPY Y1 blocker	NPY2 pot ag	Mdm2 ligase inh	Hck-Nef inh	RBBP9 inhibitor
1	Cc1cc(C)cc(OCC(=O)N2Cc3ccccc3CC2C(=O)O)c1 (centres undefined)	-14	5	1	-2	5	1	-4	28	-1
2	CCCNC(=O)COC(=O)c1[nH]c(C)c(C(=O)OCC)c1C	20	0	-2	-2	4	-6	0	7	-7
3	CCc1cc2c(=O)nc3n(c2s1)Cc1ccccc1/C3=C(/O)c1ccccc1Cl	-19	5	-46	57*	5	5	-16	1	-12
4	Cc1ccccc1S(=O)(=O)NC1=NCCCCC1	-9	3	-2	22	2	-6	-5	0	-2
5	CCOC(=O)c1ccc(N2C(=O)CC(N(C)Cc3ccccc3)C2=O)cc1 (centres undefined)	7	4	4	1	-1	11	-26	1	-2
6	Cc1oc(=O)c(NC(=O)c2ccccc2)cc1C(=O)c1ccccc1	10	2	17	15	7	2	-4	4	-8
7	COc1ccc(OC)c(C(O)c2coc3ccc(O)c(CN4CCOCC4)c23)c1 (centres undefined)	-8	-5	0	2	-3	-3	0	-9	-11
8	CC1CCN(C(=O)c2cc3ccccc3o2)CC1	1	-3	0	0	2	3	-20	-1	-6
9	COc1ccc(OCC(=O)Nc2ccc(N3CCN(C(=O)c4ccco4)CC3)cc2)cc1	-6	2	-2	0	-1	-16	-6	15	-5
10	c1ccc(Oc2c3ccccc3nc3ccccc23)cc1	9	7	34	74*	·	19	·	42	2
11	CC(=O)OCN(C#N)c1nc(N(C)C)nc(N(C)C)n1	0	-2	-1	2	-3	-23	-16	0	-5
12	O=C(O)CSc1ccnc2cc(Cl)ccc12	-35	-2	-2	-1	·	-7	-8	2	-8
13	COCCn1c(C)cc(C(=O)COC(=O)c2n[nH]c3ccccc23)c1C	6	-3	-1	4	1	4	-68	-1	-4
14	COC(=O)CSc1nc2ccccc2nc1SCC(=O)OC	17	2	-1	-8	-2	-9	-15	3	-3
15	COc1ccc(NC(=O)C23CCC(C)(C(=O)O2)C3(C)C)cc1 (centres undefined)	8	2	0	2	3	9	-2	-5	-9
16	Cc1nc2sc(C(c3cccc(F)c3)N3CCC(O)CC3)c(O)n2n1 (centres undefined)	21	2	-1	2	-1	13	-13	1	-3
17	CC(NC(=O)COC(=O)c1cn(-c2ccccc2)nc1-c1cccs1)c1ccccc1 (centres undefined)	-32	-2	-1	-6	10	-18	-38	4	-18
18	O=C(O)CS(=O)(=O)c1ccc(C(F)(F)F)cn1	2	2	3	-3	-3	4	-4	20	-6
19	O=C(Nc1ccccc1)N1CCc2ccccc2C1	-13	-3	0	-48	4	17	·	-1	-14
20	CN(C(=O)c1cccc(N2C(=O)C3CC=CCC3C2=O)c1)C1CCCCC1 (centres undefined)	0	-2	·	·	-1	7	0	2	1
21	CCOC(=O)c1[nH]cnc1C(=O)NC(C)C	-11	-4	-1	3	3	-11	-6	-10	0
22	CC(=O)c1c(C)[nH]c(C(=O)OCC(=O)NCC(C)C)c1C	-23	-3	-1	-3	3	6	-10	18	-8
23	N#C/C(C(N)=O)=C1/SC=C(c2ccccc2)N1c1ccccc1	7	-5	1	1	·	13	2	9	-4
24	S=c1[nH]nc(Cn2nnc3ccccc32)n1-c1ccccc1	7	-2	1	6	-1	0	-4	12	-8
25	COc1ccc(C2c3ccc4ccccc4c3Oc3ncn(CCN4CCOCC4)c(=N)c32)cc1 (centres undefined)	12	-3	1	-3	2	11	-18	1	-6
26	N#Cc1ccc(/C=C/C(=O)c2ccco2)cc1	-6	8	1	-3	-5	-6	-1	4	-10
27	Clc1ccc(-c2cn(-c3ccccc3)c3[n+]2CCS3)cc1	8	4	-1	0	3	10	2	18	7
28	CCOCCCn1c(=N)c(C(=O)NCc2ccc3c(c2)OCO3)cc2c(=O)n3ccccc3nc21	-12	-8	51*	125*	19	6	10	7	1
29	COCCNC(=O)CN(C(=O)Cn1nnc2ccccc21)c1ccccc1C	-4	5	0	2	4	9	-3	31	-6
30	Cc1c(NC(=O)CSc2nnc3c4ccccc4n(CCc4ccccc4)c3n2)c(=O)n(-c2ccccc2)n1C	-4	4	-7	-2	8	15	-20	1	-5

# Some of these compounds in order of the NPY-Y1 PAM-ag value, ascending:
No.	Molecule	NPY-Y1 PAM-ag	p97 inhibitor	Runt-CBFb FRET	Runt-SMMHC FRET	NPY Y1 blocker	NPY2 pot ag	Hck-Nef inh	RBBP9 inhibitor
19	O=C(Nc1ccccc1)N1CCc2ccccc2C1	-13	-3	0	-48	4	17	-1	-14
30	Cc1c(NC(=O)CSc2nnc3c4ccccc4n(CCc4ccccc4)c3n2)c(=O)n(-c2ccccc2)n1C	-4	4	-7	-2	8	15	1	-5
27	Clc1ccc(-c2cn(-c3ccccc3)c3[n+]2CCS3)cc1	8	4	-1	0	3	10	18	7

# Continuation.
No.	SMILES	NPY-Y1 PAM-ag	p97 inhibitor	Runt-CBFb FRET	Runt-SMMHC FRET	NPY Y1 blocker	NPY2 pot ag	Mdm2 ligase inh	Hck-Nef inh	RBBP9 inhibitor
31	O=C(CSc1nnc(Cc2cccs2)n1-c1ccccc1)Nc1ccc2c(c1)OCCO2	-2	-3	2	0	-5	-14	-17	-1	2
32	CC(C)Nc1nc(NNc2nc(Cl)nc(NC(C)(C)C)n2)nc(NC(C)C)n1	5	-7	-2	3	·	-7	-1	2	-7
33	CN(C)S(=O)(=O)c1ccc(C(=O)Nc2ccccn2)cc1	-2	-4	2	4	-6	-5	-19	0	-4
34	Cc1cc(C)c2c(NC(=O)C3CC3)nn(C)c2n1	3	3	2	0	-5	0	-14	-21	-4
35	COc1ccccc1NC(=O)CCc1c(C)nc2c(-c3ccc(F)cc3)c(C)nn2c1C	1	2	-2	-4	·	-23	·	33	0
36	NC(=O)C1CCN(C(c2ccccc2F)c2nnnn2Cc2ccco2)CC1 (centres undefined)	25	5	3	4	0	-21	2	7	-10
37	COc1ccc(NC(C)=O)cc1NC(=O)CN1CCN(CC(=O)Nc2ccccc2Cl)CC1	-2	-3	-1	0	0	-21	-9	1	4
38	COc1ccc(C2CC(c3ccc(F)cc3)Nc3nc(N)nn32)cc1OC (centres undefined)	-5	-5	0	1	-6	-5	0	19	-8
39	O=C(c1ccco1)N1CCN(C(=O)c2cc(-c3ccncc3)nc3ccc(Br)cc23)CC1	-13	-7	·	·	-2	-20	·	1	-3
40	Cc1ccc2nc(SCC(=O)c3c(C)[nH]c4ccccc34)[nH]c2c1	-2	5	-2	-4	3	2	9	5	-16
41	CC(C)c1nnc(SCC(=O)Nc2ccc3c(c2)OCO3)n1C	14	1	-1	-2	0	-1	-14	-1	1
42	CC(C)n1cnc2cc(NCc3ccccc3O)ccc21	11	3	9	-1	·	-25	-27	-5	5
43	CCn1ncc(C2=NOC(C(=O)Nc3cc(OC)c(Cl)cc3OC)C2)c1C (centres undefined)	5	4	-5	2	1	10	3	-2	-8
44	Cc1ccc(S(=O)(=O)Nc2ccc(O)c(Sc3ncn[nH]3)c2)cc1	4	10	8	6	-2	-11	-9	18	-3
45	CN(/N=C/c1ccncc1)c1cnn(-c2ccc(F)c(Cl)c2)c(=O)c1Cl	-15	6	-2	3	3	13	-1	8	4
46	CCCCCCOc1ccc(N2C(=O)CC(NCc3ccc(S(N)(=O)=O)cc3)C2=O)cc1 (centres undefined)	5	-1	-1	-2	·	-5	-21	8	5
47	O=C(O)C1CCC(NSc2ccccc2[N+](=O)[O-])CC1 (centres undefined)	13	0	13	2	·	-1	-13	0	-11
48	O=C(NCc1ccc2c(c1)OCO2)C1CCCN(S(=O)(=O)c2cccc3cccnc23)C1 (centres undefined)	13	6	1	0	5	-10	-15	19	-4
49	CN(C)C(=S)Nc1ccc(Br)c(Cl)c1	22	5	1	4	·	-9	-20	12	-8
50	CCOc1ccc(N(C(=O)Nc2ccccc2)C2=NCCC2)cc1	-5	4	-1	2	0	-19	-10	-11	-13
51	COc1cccc(NS(=O)(=O)c2cn(C)c(=O)n(C)c2=O)c1	-5	4	4	0	-5	5	-7	-1	-11
52	O=C(COC(=O)[C@@H]1CCCN1S(=O)(=O)c1ccccc1F)Nc1ccc(OC(F)F)cc1	13	4	-2	-3	-3	-4	18	19	0
53	Fc1ccc(CSc2ccc(-c3ccco3)nn2)cc1	0	1	43	35	-5	4	-14	2	-6
54	O=C(CC1SC(=Nc2ccccc2)N(CCO)C1=O)Nc1ccccc1 (centres undefined)	-15	5	4	-4	6	7	4	14	-5
55	COc1ccc(CNCc2c(C(=O)N(C)C)nc3ccc(Cl)cn23)c(OC)c1	6	-3	3	-5	6	-8	-6	17	-9
56	O=[N+]([O-])c1cc(C(F)(F)F)cc([N+](=O)[O-])c1NCCNC(=S)Nc1ccc(Cl)c(Cl)c1	2	3	22	-4	·	102*	-5	-12	8
57	O=C(CCC1COc2ccccc2O1)NCC1COc2ccccc2O1 (centres undefined)	-29	0	1	4	8	-4	-16	12	0
58	O=C(CCC(=O)Nc1ccc(F)cc1)N/N=C/c1ccncc1	-11	0	0	0	5	6	-13	3	2
59	N#C/C(=C\c1ccc(-c2ccc([N+](=O)[O-])cc2)o1)C(=O)Nc1nc(-c2cccs2)cs1	5	-2	-5	-12	·	-14	·	67*	-5
60	Cc1ccc(C)c2c(N)c3c(nc12)CCCCC3 (tested in a mixture with another compound)	13	3	1	3	4	-14	-22	-7	3
61	COc1cc(F)ccc1S(=O)(=O)N1CCN(C23CC4CC(CC(C4)C2)C3)CC1	11	-5	9	1	-11	0	-7	2	5
62	NC(=O)C1CCN(C(c2ccccc2Cl)c2nnnn2Cc2ccc3c(c2)OCO3)CC1 (centres undefined)	-9	2	1	2	13	8	-12	3	-9
63	Fc1ccc(NC(=S)N2CCN(c3ncccn3)CC2)cc1	-4	-1	1	0	-3	-8	-8	-4	2
64	O=C(CSc1nnc(-c2ccccc2Cl)o1)Nc1ccc2c(c1)OCCO2	-54	0	-1	-1	8	-17	·	4	-10
65	CC(C)[C@H](NC(N)=O)C(=O)Nc1ccc(F)c(Cl)c1	9	0	-2	0	4	-4	-20	15	6
66	CCOC(=O)C1(C(F)(F)F)N=C(N(C)C)OC(N(C)C)=N1	-6	-5	-1	-52	0	-3	-21	0	-17
67	COc1cc2c(C#N)c(N3CCCC3)nc(N)c2c(N)n1	0	26*	-17	-7	·	-38	-4	63*	-6
68	CC(C)(C)C1(C)OC(C(=O)NC2CCCCC2)C(C(=O)NC2CCCCC2)O1 (centres undefined)	3	-10	-3	-4	1	-4	-11	-2	-5

# Screening results as filed in PubChem BioAssay.
